Tau fluor counter: counter-screen for tau fibril formation inhibitors | tau K18 P301L (four-repeat tau fragment) Alexa594 fluorescence, heparin fibrillization | Potency, µM (titrated, usually from 57.7 µM), for the others: at the highest dose activity change, negative = decrease | actives 0.93% (n = 280,000) | AID 1463; further: potency means the concentration at half of the fitted maximal effect; on the % scale 0 is the no-effect control and ±100 the full control effect; nearly all actives have a fitted effect of over 55% in size
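Human K18 P301L tau (15 uM unlabeled plus 0.24 uM Alexa 594-labeled, final) in 100 mM sodium acetate pH 7 was mixed with compound and 20 uM heparin and incubated 6 hr at 37 C.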
GLA spleen mod: inhibits or activates alpha-galactosidase in human spleen homogenate; human spleen homogenate, 4MU-alpha-Gal fluorescence, 40 min; Potency, µM (doses to about 80 µM), for inactives: at the top dose activity change, negative = inhibition, most hits filed as inhibitors; actives 0.008% (n = 240,000);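 further: potency means the concentration at half of the fitted maximal effect; 0% = enzyme with vehicle and -100% = no enzyme basal signal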
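Spleen homogenate 1 ug + cpd (titration) + 4-MU-alpha-D-galactopyranoside 1 mM; 37C 40 min; 50 mM citrate/phosphate pH 5.0, 0.01% Tween-20; stop pH 10; fluorescence 365/440; AC50 via Hill.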
Epigenetic reg: epigenetic control regulation, reporter derepression; Potency, µM (doses to about 53.9 µM), for inactives: top-dose GFP activation, hits mostly activators; actives 0.2% (n = 280,000); murine LDR cells, GFP reporter derepression, 30 h; further: potency means the concentration at half of the fitted maximal effect; % of control where 0% means no effect; nearly all actives have a fitted effect of over 60% in size
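Derepression of a silenced CMV-GFP reporter in murine LDR cells is scored by enumerating GFP-positive cells with a laser-scanning microplate cytometer after 30 hours of treatment at 37 C.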
CBFb RUNX1 block: blocks binding between human CBF-beta and RUNX1. 230,000 tested, under 10 active. Potency, µM (highest dose often 59.8 µM), for inactives: at the top dose activity, negative = inhibition, most hits filed as inhibitors. AlphaScreen CBFb-His/RUNX1-biotin binding, biochemical. Q01196+Q13951; further: % of control where 0% means no effect
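Bead-based AlphaScreen assay; binding partners His-tagged CBF-beta and biotinylated RUNX1 at 30 nM each. Compound exposure 15 min after a 20-min protein preincubation; bead step 90 min; all steps at room temperature.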
NPSR antagonist: neuropeptide S receptor (human) antagonism, cAMP | Q6W5P4 | CHO-NPSR cells, cAMP TR-FRET, antagonist mode | Potency, µM (titrated, usually from 38.3 µM), without a hit: top-dose activity change, negative = inhibition, usual class: inhibitors | actives 1% (n = 220,000) | AID 1461; further: potency means the concentration at half of the fitted maximal effect; on the % scale 0 is the no-effect control and ±100 the full control effect; nearly all actives have a fitted effect of over 50% in size; many of its hits are not listed in these tables
Target sequence (Q6W5P4 whole entry, looked up): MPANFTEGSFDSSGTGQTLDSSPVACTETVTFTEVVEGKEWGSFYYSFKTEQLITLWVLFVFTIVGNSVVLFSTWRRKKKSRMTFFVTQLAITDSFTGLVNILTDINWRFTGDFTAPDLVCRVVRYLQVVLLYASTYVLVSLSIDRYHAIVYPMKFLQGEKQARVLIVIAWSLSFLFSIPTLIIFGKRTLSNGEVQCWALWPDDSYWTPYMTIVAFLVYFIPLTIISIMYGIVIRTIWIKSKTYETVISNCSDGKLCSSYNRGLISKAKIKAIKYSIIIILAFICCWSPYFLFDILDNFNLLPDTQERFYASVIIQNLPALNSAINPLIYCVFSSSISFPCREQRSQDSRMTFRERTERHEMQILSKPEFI
Tau FP inhib: inhibitors of human tau fibril formation; P10636; Potency, µM (series often up to 57.7 µM), for inactives: top-dose activity, negative = inhibition, hits mostly inhibitors; actives 0.39% (n = 280,000); K18 P301L tau heparin fibrillization, Alexa594 FP, 6 h; further: potency means the concentration at half of the fitted maximal effect; on the % scale 0 is the no-effect control and ±100 the full control effect; nearly all actives have a fitted effect of over 55% in size
Target sequence (P10636 561-689 P618L limits assumed): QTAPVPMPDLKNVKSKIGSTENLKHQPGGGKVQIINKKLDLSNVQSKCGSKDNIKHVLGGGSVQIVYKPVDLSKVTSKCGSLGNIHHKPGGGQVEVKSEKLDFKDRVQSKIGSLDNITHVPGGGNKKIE
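K18 P301L tau (15 uM unlabeled/0.24 uM Alexa 594-labeled, final) + compound + heparin 20 uM final; 100 mM NaOAc pH 7; 6 hr 37 C; ThT 30 uM final added, 1 hr RT; FP ex 555/em 632 nm.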
TRb SRC2 PPI: disrupts binding of human TR beta to SRC2 | Potency, µM (highest dose often 106 µM), for inactives: at the highest dose activity change, negative = inhibition, usual class: inhibitors | P10828 | actives 0.065% (n = 280,000) | TRbeta-SRC2 peptide binding, fluorescence polarization; receptor liganded with 1 µM T3;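 further: potency means the concentration at half of the fitted maximal effect; plate controls were bound peptide for no effect and peptide without receptor for full effect; nearly all actives have a fitted effect of over 50% in size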
Target sequence (P10828 whole entry, looked up): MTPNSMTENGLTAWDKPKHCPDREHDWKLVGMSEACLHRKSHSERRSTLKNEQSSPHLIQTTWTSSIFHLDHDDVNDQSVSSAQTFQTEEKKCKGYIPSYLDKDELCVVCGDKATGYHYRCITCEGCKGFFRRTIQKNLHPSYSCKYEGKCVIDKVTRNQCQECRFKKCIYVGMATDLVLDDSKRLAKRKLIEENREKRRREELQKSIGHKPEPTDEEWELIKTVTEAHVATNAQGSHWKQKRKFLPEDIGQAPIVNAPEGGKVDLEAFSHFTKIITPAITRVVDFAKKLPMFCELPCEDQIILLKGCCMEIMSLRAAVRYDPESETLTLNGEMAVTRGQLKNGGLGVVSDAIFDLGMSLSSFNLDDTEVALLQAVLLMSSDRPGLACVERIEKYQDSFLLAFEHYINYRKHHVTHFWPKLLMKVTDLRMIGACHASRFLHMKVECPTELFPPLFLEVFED
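Decrease in fluorescence polarization of 20 nM Texas Red SRC2 coactivator peptide flagged inhibition of its binding to 0.6 uM TRb LBD; 1 uM T3 included, incubation 5 hr, ex 555/em 632 nm.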
TR SRC2 fluor cs: counter-screen for TRb-SRC2 inhibitors: fluorescence interference; actives 0.29% (n = 280,000); Potency, µM (top dose mostly 106 µM), without a hit: at the top dose fluorescence change, negative = quenching; TRb/SRC2 Texas Red total fluorescence interference; AID 1479; active means well fitted curve in either direction with a large enough effect; inconclusive means small, poorly fitted or top-dose-only effect; further: potency means the concentration at half of the fitted maximal effect; on the % scale 0 is the no-effect control and ±100 the full control effect
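Flags fluorescent or light-absorbing compounds by total fluorescence, S + 2P, at 555 nm excitation and 632 nm emission. Mixture: 20 nM Texas Red SRC2 peptide, 0.6 uM human TRb LBD, 1 uM T3, 5% DMSO; compound exposure 5 h at ambient temperature.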
* marks the source's active call; other numbers are inactive results; ? = inconclusive; . = not tested or not shown; [ ] = remark or other dose. Unless noted, the call rests on the fitted dose curve; in most records, active means well fitted curve in the direction sought with a large enough effect; inconclusive means small, poorly fitted or top-dose-only effect, or another doubt; inactive means no such curve, though single readings can be large; an effect the other way counts as inactive or inconclusive.

SMILES	Tau fluor counter	GLA spleen mod	Epigenetic reg	CBFb RUNX1 block	NPSR antagonist	Tau FP inhib	TRb SRC2 PPI	TR SRC2 fluor cs
CCOc1ccc(NC(=O)CCC(=O)NNC(=O)Nc2ccc(Cl)cc2)cc1	1%	6%	0.0%	8%	8%	-13%	-10%	-5%
COc1cccc2c(=O)cc(C)n(CC(=O)Nc3ccccc3C)c12	-8%	0%	3.0%	3%	4%[46.1 µM]	-1%	1%	-1%
CN(C)c1nnnn1-c1ccc(OC(F)(F)F)cc1	6%	-4%	2.6%	8%	1%	0%	1%	-2%
Cc1ccc2cc(C)c3nnc(SCC(=O)NCc4ccco4)n3c2c1	3%	-2%	-0.3%	-6%	-18%[46.1 µM]	5%	-16%	0%
CC1CN(c2nc3c(c(=O)n(C)c(=O)n3C)n2Cc2c(F)cccc2Cl)CC(C)O1 (stereo not given)	-8%	2%	-1.4%	12%	-14%[46.1 µM]	-1%	-5%	-2%
CC(C(=O)Nc1ncc2c(n1)CC(C)(C)CC2=O)N1C(=O)c2ccccc2C1=O (stereo not given)	-3%	-4%	-0.5%	0%	-1%[46.1 µM]	-5%	-6%	-2%
COC(=O)CCC(=O)OC1(C)C(=O)C2=CN(Cc3ccc4c(c3)OCO4)C(c3ccc(OC)cc3)=CC2=C(Br)C1=O (stereo not given)	3%[11.6 µM]	-4%[17.5 µM]	.	3%[13.1 µM]	.	2%[11.6 µM]	0%[11.2 µM]	-1%[11.2 µM]
COc1ccc([C@@H]2C(C#N)=C(N)S[C@@H](c3ccccc3)[C@@H]2[N+](=O)[O-])cc1	?	0%	-1.1%	0%	-32%	-6%	1%	0%
CN(Cc1ccccc1)C(=O)c1cc2c(=O)n(C)c3ccccc3c2s1	-1%	.	2.6%	.	.	3%	-3%	1%
COC(=O)c1c(C)c2c(C)cc3ccccn3c-2c1C(=O)OC	?	-1%	-1.0%	-22%	-16%[46.1 µM]	17%	-1%	-1%
CN(Cc1ccccc1)C(=O)c1nc2ccccn2c1CNCCn1cccn1	-8%	18%	-2.0%	1%	-22%	-2%	0%	-3%
Cn1c(=O)c2c(=O)cc(N)[nH]c2n(C)c1=O	-9%	-5%	1.1%	0%	-36%	-13%	-1%	1%
COc1ccc(CCNC(=O)CSc2cn(Cc3cccc(C)c3)c3ccccc23)cc1OC	-18%	3%	-5.1%	3%[2.36 µM]	-42%	20%	2%	-2%
COc1ccc(-c2nn3c(-c4ccccn4)nnc3s2)cc1OC	-3%	3%	2.4%	-14%	10%[46.1 µM]	-3%	-8%	-5%
O=C(C1CCCN(Cc2nc(-c3ccc(Cl)cc3)no2)C1)N1CCOCC1 (stereo not given)	-5%	-1%	0.0%	14%	-12%	-4%	10%	-5%
CS(=O)(=O)c1ccc(S(=O)CC(=O)Oc2ccc(Cl)cc2)c([N+](=O)[O-])c1 (stereo not given)	-25%	1%	-0.1%	8%	-12%	?	-5%	-5%
CCOC(=O)c1cccc(NC(=O)CSc2nnc(C3CCCCC3)n2C)c1	-2%	-4%	-1.1%	7%	-12%[46.1 µM]	2%	-7%	-6%
CCc1ccccc1NC(=O)Nc1ccc2c(c1)N(CC)C(=O)c1ccccc1S2	0%	.	?	.	.	-8%	-5%	0%
C=CCOc1ccc2oc(=O)cc(C)c2c1	4%	-2%	-0.9%	-1%	0%	-3%	-2%	1%
Cc1ccc(-n2ncc3c(NCCCn4ccnc4)ncnc32)cc1	-16%	.	0.6%	.	.	-14%	0%	-1%
c1ccc(OCCOCCN2CCN(C(c3ccccc3)c3ccccc3)CC2)cc1	-10%	-7%	-2.6%	-1%	-40%	-2%	-4%	-1%
Cc1c(CNC2CCCCC2)c(C(=O)O)c(C)n1Cc1ccccc1F	-5%	.	2.7%	.	.	-2%	3%	-1%
CCOC(=O)c1oc2ccc(/C=N/O)c(Cl)c2c1C	-8%	5%	-1.1%	-4%	12%	-1%	1%	-1%
Cc1cccn2c(=O)c(C=O)c(N3CCCCC3)nc12	-1%	-18%	0.0%	-24%	8%	5%	-1%	-2%
O=C(N/N=C\c1ccc2c(c1)OCO2)c1ccc(Cn2cc(Br)c([N+](=O)[O-])n2)o1	?	-4%	1.1%	-4%	38%	4%	14%	-19%

(more compounds)
SMILES	Tau fluor counter	GLA spleen mod	Epigenetic reg	CBFb RUNX1 block	NPSR antagonist	Tau FP inhib	TRb SRC2 PPI	TR SRC2 fluor cs
Cc1cc(C)c(NC(=O)C(=O)NCC(c2cccnc2)N2CCN(Cc3ccccc3)CC2)c(C)c1 (stereo not given)	?	.	2.2%	.	.	-6%	-7%	-6%
CN1C=CC=C/C1=C1/N=C(c2ccccc2)OC1=O	3%	0%	-0.3%	5%	-1%	7%	0%	0%
CCCc1nn(C)c(C(=O)Nc2ccc(CC)cc2)c1Cl	-4%	7%	0.0%	22%	-5%	-3%	-3%	-4%
Oc1ccc(CCc2n[nH]c(=S)n2-c2ccc(F)cc2)cc1	-6%	-4%	1.1%	6%	-6%	3%	-1%	0%
CCOC(=O)CSc1nn(C)c(=S)s1	-1%	-10%	0.0%	15%	-3%[46.1 µM]	-8%	-5%	-1%
O=C(c1ccc(NC2=NC3CS(=O)(=O)CC3S2)cc1)N1CCc2ccccc2C1 (stereo not given)	0%	6%	0.0%	6%	-5%[46.1 µM]	-7%	4%	-1%
Cc1ccccc1-n1c(N)cc(=O)[nH]c1=S	5%	-22%	2.4%	5%	-4%[46.1 µM]	3%	-4%	-2%
CCOc1ccccc1CN1CCc2nc(Nc3ccccc3)ncc2C1	-4%	.	0.7%	.	.	12%	-6%	-1%
O=C(COC(=O)c1ccccc1NC(=O)c1ccco1)NCC1CCCCC1	-21%	-6%	-0.1%	-1%	-26%[46.1 µM]	-5%	-3%	2%
COc1ccc(CN(C(=O)c2cc(=O)c3ccccc3o2)C2CCS(=O)(=O)C2)cc1OC (stereo not given)	-13%	.	-1.0%	.	.	-5%	3%	9%
CNC(=O)c1ccc(OC2CSC2)cc1	7%	0%	-0.7%	2%	-13%[46.1 µM]	0%	10%	1%
O=C(CCC1CCCC1)Nc1ccc([N+](=O)[O-])cn1	3%	-3%	0.1%	4%	-5%	6%	9%	-2%
COc1ccc(C(=O)O/N=C(/c2ccccc2)c2ccncc2)cc1OC	-8%	11%	-2.5%	-1%	5%	0%	2%	0%
CS(=O)(=O)NCC(c1ccco1)N1CCN(c2ccccc2)CC1 (stereo not given)	-7%	.	-1.5%	.	.	-1%	-9%	0%
CC(C)CC1(C)NC(=O)N(CC(=O)Nc2cccc(S(=O)(=O)N(C)c3ccccc3)c2)C1=O (stereo not given)	-19%	1%	0.8%	-1%	-17%	-2%	-5%	0%
COC(=O)[C@@]1(Cc2ccc(F)cc2)[C@H]2c3cc(C(=O)N(C)C)n(CCN4CCOCC4)c3C[C@H]2CN1C(=O)c1ccccc1	4%	4%	10%	-10%	.	5%	3%	-1%
CCOc1cc(C)c(C(C)C)cc1S(=O)(=O)NCc1ccccn1	1%	-24%	-1.6%	4%	-11%[46.1 µM]	5%	-13%	-2%
CCCCn1cc2c(c1-c1ccccc1Br)c(=O)n(C)c(=O)n2C	-11%	.	8.6%	.	.	-4%	-12%	-1%
COc1ccccc1CNC(=O)c1oc2ccc(S(=O)(=O)N3CCCC3)cc2c1C	5%	7%	2.3%	-3%	?	3%	-1%	-4%
COc1ccc(C(=S)N2CCCCC2)cc1Br	1%	7%	-0.1%	2%	5%	-4%	-3%	-2%
O=C(NCCSc1c[nH]c2ccccc12)c1ccco1	-25%	-9%	-1.0%	0%	2%	5%	3%	-2%
CC(=O)C1=C(O)C(=O)N(Cc2cccnc2)C1c1ccccc1 (stereo not given)	-2%	10%	-0.1%	5%	12%	-6%	10%	0%
c1ccc(N2CCN(c3nc(-c4cccs4)nc4ccccc34)CC2)cc1	-16%	2%	1.0%	11%	-16%	-5%	6%	-1%
CC(=O)C1=C(C)NC(SCC(=O)c2ccc(Cl)cc2)=C(C#N)C1c1ccco1 (stereo not given)	?	0%	3.8%	9%	?	13%	-4%	4%
O=C(CN(C1CCCCC1)S(=O)(=O)c1ccc(F)cc1)NCc1ccncc1	3%	-10%	-3.5%	7%	-8%[46.1 µM]	-5%	-16%	1%

Gathered by group: the entries above with a cyano group.
SMILES	Tau fluor counter	GLA spleen mod	Epigenetic reg	CBFb RUNX1 block	NPSR antagonist	Tau FP inhib	TRb SRC2 PPI	TR SRC2 fluor cs
COc1ccc([C@@H]2C(C#N)=C(N)S[C@@H](c3ccccc3)[C@@H]2[N+](=O)[O-])cc1	?	0%	-1.1%	0%	-32%	-6%	1%	0%
CC(=O)C1=C(C)NC(SCC(=O)c2ccc(Cl)cc2)=C(C#N)C1c1ccco1 (stereo not given)	?	0%	3.8%	9%	?	13%	-4%	4%

The list goes on:
SMILES	Tau fluor counter	GLA spleen mod	Epigenetic reg	CBFb RUNX1 block	NPSR antagonist	Tau FP inhib	TRb SRC2 PPI	TR SRC2 fluor cs
CC(C)/C=N/NC(=O)c1cc(Br)ccc1O	-21%	5%	3.2%	5%	7%	0%	6%	-8%
Cc1ccc(NC2=C(Cl)C(=O)N(C3CCCCC3)C2=O)cc1	21%	-10%	1.0%	3%	-6%	-2%	5%	1%
CSc1ccc(CCNC(=O)C2CCN(c3nc4ccccc4nc3C(F)(F)F)CC2)cc1	-10%	.	-4.7%	.	.	-9%	-5%	-1%
CCOC(=O)N1CCc2c(sc3c2C(=O)NC(c2ccccc2)N3)C1 (stereo not given)	-28%	-3%	5.8%	4%	-8%[46.1 µM]	?	-9%	0%
CCc1ccc2ncc(S(=O)(=O)c3ccc(C)c(C)c3)c(N3CCCC3)c2c1	8%	-6%	0.0%	0%	-45%	9%	-6%	0%
COc1cc(C(=O)Nc2ccc(S(=O)(=O)Nc3nccc(C)n3)cc2)c([N+](=O)[O-])cc1OC	-14%	-1%	-0.3%	11%	-8%[7.67 µM]	-13%	-6%	-8%
COc1ccc(S(=O)(=O)N2CCCCC2)cc1NS(=O)(=O)c1ccccc1F	-8%	-2%	-1.4%	4%	5%	3%	5%	-2%

Bioassay records deposited in PubChem BioAssay by National Center for Advancing Translational Sciences (NCATS).

These rows are one share of the data; the hit share may differ from the screen's.
